GLP1R cytotox: cytotoxic in the GLP-1 receptor inverse agonist counter-screen. HEK293 cAMP-luciferase reporter cells, luminescence, 24 h. Potency, µM (highest dose often 38.3 µM), without a hit: at the highest dose activity change, negative = inhibition, usual class: inhibitors. hit rate 0.13% among 410,000;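 further: loss of luciferase light is scored as toxicity; on the % scale 0 is the no-effect control and ±100 the full control effect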
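To flag toxic compounds, the library was rerun on cells for 24 hr at 37 deg C and 5% CO2. Viability-linked luminescence was captured 12 min after adding luciferase detection reagent.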
KB-V1 MDR tox: KB-V1 MDR subline cytotoxicity. KB-V1 MDR cells viability, CellTiter-Glo, 72 h. Potency, µM (doses to about 46.1 µM), without a hit: top-dose activity change, negative = cytotoxicity, hits mostly cytotoxic. hit rate 3.4% among 400,000. AID 1347076; further: on the % scale 0 is the no-effect control and ±100 the full control effect; nearly all actives have a fitted effect of over 60% in size
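Cytotoxicity via CellTiter-Glo luminescence after 72 h compound exposure at 37 degrees C. Cells: drug-selected KB-V1 line, DMEM phenol-red free plus 10% FBS. Compounds tested at multiple concentrations; normalized data fitted to concentration-effect curves.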
SW480 rereplic: DNA re-replication induction in SW480 cells. SW480 DNA re-replication, Hoechst DNA content imaging, 48 h. Potency, µM (highest dose often 46.1 µM), without a hit: at the top dose re-replication activation, usual class: activators. hit rate 1.8% among 340,000; further: % of control where 0% means no effect; nearly all actives have a fitted effect of over 55% in size
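Image-based read-out: total Hoechst fluorescence of nuclei (405 nm excitation, 500-530 nm emission), with hits raising the fraction of high-intensity nuclei. SW480 colon cells incubated 48 hr with compounds at 37 C.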
GLP-1R inv ag: inverse agonists of human GLP-1 receptor; P43220; HEK293 GLP-1R CRE-luciferase, luminescence, 24 h; GLP-1R form is constitutively active; Potency, µM (top dose mostly 38.3 µM), for the others: top-dose activity change, negative = inhibition, actives largely listed as inhibitors; hit rate 1.6% among 410,000; AID 624417; further: on the % scale 0 is the no-effect control and ±100 the full control effect; nearly all actives have a fitted effect of over 55% in size
Target sequence (P43220 whole entry, looked up): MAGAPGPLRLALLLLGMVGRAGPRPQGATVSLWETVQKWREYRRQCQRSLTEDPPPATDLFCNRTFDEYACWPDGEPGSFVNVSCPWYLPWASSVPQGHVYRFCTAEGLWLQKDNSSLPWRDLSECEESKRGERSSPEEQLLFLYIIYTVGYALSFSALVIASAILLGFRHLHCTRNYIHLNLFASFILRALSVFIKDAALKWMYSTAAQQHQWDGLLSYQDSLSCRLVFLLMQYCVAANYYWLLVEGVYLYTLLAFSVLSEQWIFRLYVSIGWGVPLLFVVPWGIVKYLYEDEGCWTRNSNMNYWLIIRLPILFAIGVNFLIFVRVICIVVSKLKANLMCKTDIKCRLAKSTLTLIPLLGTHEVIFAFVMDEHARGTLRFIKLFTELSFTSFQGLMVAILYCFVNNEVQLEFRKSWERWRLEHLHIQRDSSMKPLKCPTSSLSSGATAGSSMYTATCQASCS
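Stable HEK293 clone (constitutively active GLP-1R + cAMP-response luciferase); 200 cells/uL plated, 12 h pre-culture, compound 24 hr, 37 deg C/5% CO2; detection reagent 12 min RT; luminescence.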
HT1080 IDH1KD tx: kills HT-1080 cells with IDH1 knockdown; HT-1080 IDH1 knockdown viability, ATP luminescence, 48 h; Potency, µM (top dose mostly 46.1 µM), for the others: at the highest dose activity, negative = toxicity, most hits filed as cytotoxic; hit rate 2% among 360,000;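 further: 0% = DMSO wells and -100% = cell-free medium wells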
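HT-1080-IDH1KD cells (IDH1 knocked down), 750/well in RPMI with 5% FBS, treated with compound 48 h at 37 degrees C. Viability by CellTiter-Glo luminescence, normalised to DMSO and no-cell wells; concentration-response curves classed.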
GLP1R ag: agonists of human GLP-1 receptor | P43220 | hit rate 0.007% among 380,000 | Potency, µM (titrated, usually from 45.6 µM), for inactives: top-dose activation, actives largely listed as activators | HEK293 GLP-1R CRE-luciferase, luminescence, 4-6 h; cells express a hypersensitive GLP-1R form; further: % of control where 0% means no effect
HT1080-NT tox: kills 2HG-producing HT-1080-NT fibrosarcoma cells; HT-1080-NT fibrosarcoma viability, CellTiter-Glo ATP luminescence, 48 h; Potency, µM (highest dose often 46.1 µM), inactives show at the top dose activity, negative = less viability, hits mostly cytotoxic; hit rate 1.6% among 360,000; AID 686970;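 further: NT is the 2HG producing partner of a matched IDH1 knockdown line; 0% = DMSO-treated cells and -100% = media-only wells without cells; nearly all actives have a fitted effect of over 55% in size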
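Compounds were tested in concentration-response format on HT-1080-NT cells for 48 hours at 37 degrees C. Cell viability came from CellTiter-Glo luminescence; curves were classified by r2, response magnitude and activity.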
TDP-43 yeast inh: rescues yeast growth from TDP-43 toxicity | TDP-43 expressing yeast growth rescue, BacTiter-Glo, 24 h | Potency, µM (doses to about 46.1 µM), inactives show at the top dose growth rescue (activation), usual class: activators | hit rate 1.8% among 410,000; further: % of control where 0% means no effect; nearly all actives have a fitted effect of over 50% in size
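Luminescence from BacTiter-Glo reports growth of TDP-43-expressing yeast after 24 hr at 30 deg C with compound. Cells were raffinose-pregrown to mid-log, then seeded in galactose medium at OD600=0.02.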
KB-3-1 cytotox: KB-3-1 parental cell cytotoxicity; KB-3-1 viability, CellTiter-Glo ATP luminescence, 72 h; Potency, µM (series often up to 46.1 µM), for the others: at the highest dose activity change, negative = cytotoxic, usual class: cytotoxic; hit rate 1.4% among 400,000; further: on the % scale 0 is the no-effect control and ±100 the full control effect; nearly all actives have a fitted effect of over 60% in size
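Parental KB-3-1 viability, qHTS format: 72 h compound exposure, 37 °C; CellTiter-Glo; media-only wells and DMSO plates as controls; concentration-effect fits on corrected data.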
* = called active by the depositor; ? = inconclusive; nt = no result given; [ ] = dose if it differs, or a comment. The call rests on the fitted dose curve; in most records, active means well fitted curve in the direction sought with a large enough effect; inconclusive means small, poorly fitted or top-dose-only effect, or another doubt; inactive means no such curve, though single readings can be large; an effect the other way counts as inactive or inconclusive. Potency means the concentration at half of the fitted maximal effect. Hits appear at their usual frequency. About 9.4% of those tested had a hit in this group.

1	Cc1ccc(OCCn2cc(/C=C(\C#N)C(=O)NCC3CCCO3)c3ccccc32)cc1C (configuration not stated)
2	CCCn1cnc2c(SCc3ccccn3)nc(N)nc21
3	CCO[C@@H]1c2c(ccc3ccc(=O)oc23)OC(C)(C)[C@@H]1O
4	O=C(N/N=C/c1ccc(-c2ccccc2[N+](=O)[O-])o1)[C@H]1C[C@@H]1c1ccccc1
5	COc1ccccc1N(C(=O)CNC(=O)c1ccco1)C(C(=O)NC1CCCC1)c1ccncc1 (configuration not stated)
6	Cc1ccccc1OCCCn1c(CO)nc2ccccc21
7	CC(=O)NN=C(C)c1ccc(NC(=O)C2CC2)cc1
8	CC(C)N1CC(C(=O)Nc2ccc(Cl)cc2Cl)CC1=O (configuration not stated)
9	CCN(CC)S(=O)(=O)c1ccc(C)c(NC(=O)COc2ccc(Cl)cc2Br)c1
10	COc1ccc(Cl)cc1NC(=O)CN1CCC(n2nnc3cc(C)ccc32)CC1

assay / entry	1	2	3	4	5	6	7	8	9	10
GLP1R cytotox	6%	1%	4%	?	-11%	21%	-11%	-2%	14%	-8%
KB-V1 MDR tox	?	-9%	0%	1%	8%	?	14%	-10%	?	-12%
SW480 rereplic	?	-11%	2%	18%	-1%[9.22 µM]	0%	nt	nt	18%	0%
GLP-1R inv ag	?	148%[activator]	9%	?	-11%	-26%	-13%	1%	-2%	?
HT1080 IDH1KD tx	9%	3%	3%	3%	20%	-19%	0%	0%	?	?
GLP1R ag	6%	?	1%	8%	-1%	1%	-8%	-10%	0%	5%
HT1080-NT tox	-6%	-3%	-1%	6%	15%	-4%	-2%	1%	?	-16%
TDP-43 yeast inh	26%	-15%	7%	-14%	2%	17%	22%	?	-6%	20%
KB-3-1 cytotox	3%	0%	3%	0%	0%	?	0%	5%	-24%	12%

11	Cc1cccn2c(=O)c(C=C(C#N)C#N)c(N3CCN(c4ccccc4)CC3)nc12
12	O=C(C1CC(=O)N(c2ccccc2)C1)N1CCN(C2=NS(=O)(=O)c3ccccc32)CC1 (configuration not stated)
13	O=C(COC(=O)Cn1cc(C(F)(F)F)ccc1=O)Nc1ccc(Br)cc1F
14	CCOc1cc(NC(=O)c2ccccn2)c(OCC)cc1NC(=O)c1ccc(Cl)cc1
15	N#Cc1nc(-c2ccc(Cl)cc2)oc1N1CCCCC1
16	O=C(NCc1ccncc1)C(=O)NCC1OCCN1S(=O)(=O)c1ccc(F)cc1 (configuration not stated)
17	Cc1cnc(C(=O)Nc2ccc(C(C)C)cc2)cn1
18	CCOc1ccccc1NC(=O)CCC(=O)Nc1ccccc1OCC
19	Cc1c(C(=O)N2CCN(C(=O)c3ccco3)CC2)sc2nc(-c3ccc(F)cc3)cn12
20	O=C(CSc1ncccc1C(=O)O)c1cccc(C(F)(F)F)c1

assay / entry	11	12	13	14	15	16	17	18	19	20
GLP1R cytotox	3%	9%	0%	3%	4%	8%	3%	-7%	7%	-6%
KB-V1 MDR tox	-2%	-8%	1%	1%	-20%	25%	?	-7%	-5%	18%
SW480 rereplic	-11%	-5%	-1%	-7%	17%	-10%	?	-5%	-10%	2%
GLP-1R inv ag	28%	3%	1%	3%	0%	-13%	-2%	7%	3%	27%
HT1080 IDH1KD tx	-10%	-4%	1%	1%	4%	6%	-2%	-1%	0%	8%
GLP1R ag	10%	7%	-3%	12%	23%	-5%	3%	-8%	-2%	1%
HT1080-NT tox	-13%	5%	-2%	4%	24%	16%	-11%	1%	0%	4%
TDP-43 yeast inh	7%	-3%	6%	24%	5%	-2%	17%	12%	25%	-3%
KB-3-1 cytotox	-9%	-16%	17%	1%	-18%	0%	?	0%	0%	4%

21	CCOc1ccc(CCNC(=O)CCC(=O)N2CCOc3ccccc32)cc1OCC
22	Cc1ccc(-n2[nH]c(C)c(/C=N/c3ccccn3)c2=O)cc1
23	CCc1cc2cc(C)cc(C)c2nc1Cl
24	CC(C)CCn1c(=O)c2ccccc2n2c(CCl)nnc12
25	CN(c1ccc(Br)cc1)S(=O)(=O)c1ccc2[nH]cc(C(=O)NCCN3CCOCC3)c(=O)c2c1
26	Cc1cccc(OCC(=O)NNC(=O)CCc2ccccc2)c1
27	COc1ccc(-n2c(Cn3nc(C(F)(F)F)cc3C)n[nH]c2=S)cc1
28	O=C(c1ccc(-n2cccn2)cc1)N1CCc2ccccc2C1
29	CN1CCN(S(=O)(=O)c2ccc(N3CCN(S(=O)(=O)c4cccs4)CC3)nc2)CC1
30	CCOc1ccc(S(=O)(=O)N(CC(=O)NN=C2CCN(C)CC2)c2ccc(C)cc2)cc1

assay / entry	21	22	23	24	25	26	27	28	29	30
GLP1R cytotox	2%	-4%	-6%	0%[0.307 µM]	2%	0%	-3%	-7%	8%	-10%
KB-V1 MDR tox	0%	-18%	-1%	-25%	11%	-2%	4%	-14%	-12%	2%
SW480 rereplic	1%	-2%	-2%	?	12%	-12%	-1%	-5%	-2%	3%
GLP-1R inv ag	14%	6%	3%	6%[0.307 µM]	18%	7%	30%	6%	?	-9%
HT1080 IDH1KD tx	3%	?	19%	?	-2%	10%	5%	12%	10%	-17%
GLP1R ag	-4%	0%	2%	11%	-6%	4%	1%	14%	7%	14%
HT1080-NT tox	13%	7.1µM*	23%	18µM*	6%	3%	4%	5%	11%	-5%
TDP-43 yeast inh	?	-34%[inhibitor]	1%	21%	0%	20%	18%	18%	-7%	12%
KB-3-1 cytotox	2%	?	2%	?	-2%	14%	5%	3%	4%	26%

Four of the compounds above, as labelled records.
#21 CCOc1ccc(CCNC(=O)CCC(=O)N2CCOc3ccccc32)cc1OCC
  GLP1R cytotox = 2%
  KB-V1 MDR tox = 0%
  SW480 rereplic = 1%
  GLP-1R inv ag = 14%
  HT1080 IDH1KD tx = 3%
  GLP1R ag = -4%
  HT1080-NT tox = 13%
  TDP-43 yeast inh = ?
  KB-3-1 cytotox = 2%

#22 Cc1ccc(-n2[nH]c(C)c(/C=N/c3ccccn3)c2=O)cc1
  GLP1R cytotox = -4%
  KB-V1 MDR tox = -18%
  SW480 rereplic = -2%
  GLP-1R inv ag = 6%
  HT1080 IDH1KD tx = ?
  GLP1R ag = 0%
  HT1080-NT tox = 7.1µM*
  TDP-43 yeast inh = -34%[inhibitor]
  KB-3-1 cytotox = ?

#23 CCc1cc2cc(C)cc(C)c2nc1Cl
  GLP1R cytotox = -6%
  KB-V1 MDR tox = -1%
  SW480 rereplic = -2%
  GLP-1R inv ag = 3%
  HT1080 IDH1KD tx = 19%
  GLP1R ag = 2%
  HT1080-NT tox = 23%
  TDP-43 yeast inh = 1%
  KB-3-1 cytotox = 2%

#24 CC(C)CCn1c(=O)c2ccccc2n2c(CCl)nnc12
  GLP1R cytotox = 0%[0.307 µM]
  KB-V1 MDR tox = -25%
  SW480 rereplic = ?
  GLP-1R inv ag = 6%[0.307 µM]
  HT1080 IDH1KD tx = ?
  GLP1R ag = 11%
  HT1080-NT tox = 18µM*
  TDP-43 yeast inh = 21%
  KB-3-1 cytotox = ?

(further entries)
31	COC(=O)c1cccc(CN2C(=O)C(C)Sc3cc(Cl)ccc32)c1 (configuration not stated)
32	CCOC(=O)CSC1=Nc2ccccc2C2=NC(CC(=O)NCc3ccc(OC)cc3)C(=O)N12 (configuration not stated)
33	COc1ccc(S(=O)(=O)NC(C)C(=O)N2CCCC2)cc1C (configuration not stated)
34	CCc1ccc(NC(=O)C2CCN(S(=O)(=O)c3ccc4[nH]c5c(c4c3)CCCCC5)CC2)cc1
35	CCOc1cc(CN2CCCCC2)ccc1OC
36	O=C(Nc1ccc(S(=O)(=O)N2CCOCC2)cc1)C1CC(=O)N(c2ccc(F)cc2)C1 (configuration not stated)
37	COc1ccc(C(=O)c2c[nH]c(C(=O)NCC3CCCO3)c2)cc1 (configuration not stated)
38	O=C1C=C(N2CCCCCC2)C2(CCCCC2)O1
39	CCOC(=O)Nc1ccc(OCc2nnc3c4ccccc4c(C)nn23)cc1
40	O=C(CNCc1cccnc1)Nc1cc(C(F)(F)F)ccc1N1CCOCC1
41	COc1ccc(-c2c(C#Cc3ccsc3)c3cc(Br)ccc3n2C)cc1
42	Cc1ccc(-c2csc(NC(=O)COC(=O)c3cccc(S(=O)(=O)N4CCOCC4)c3)n2)cc1
43	CCc1ccccc1NC(=S)NC1CC2CCC(C1)N2Cc1ccco1 (configuration not stated)

assay / entry	31	32	33	34	35	36	37	38	39	40	41	42	43
GLP1R cytotox	23%	0%	14%	3%	3%	-5%	0%	-15%	-6%	7%	8%	8%	-4%
KB-V1 MDR tox	?	12%	?	21%	-26%	?	-12%	?	-28%	?	-2%	0%	-4%
SW480 rereplic	nt	-9%	-2%	nt	-8%	?	2%	-14%	-5%	-1%	1%	17%	4%
GLP-1R inv ag	?	-8%	16%	?	8%	2%	10%	4%	146%[activator]	8%	?	15%	-2%
HT1080 IDH1KD tx	?	4%	8%	nt	-10%	-2%	3%	-1%	-19%	-5%	-1%	-17%	?
GLP1R ag	6%	-2%	-2%	nt	-17%	3%	6%	2%	23%	0%	-4%	1%	-4%
HT1080-NT tox	?	0%	-3%	nt	7%	7%	-2%	19%	-3%	1%	-1%	2%	-5%
TDP-43 yeast inh	22%	1%	-6%	13%	-12%	-28%	-14%	-9%	14%	0%	7%	24%	-13%
KB-3-1 cytotox	?	0%	8%	?	0%	-3%	-15%	13%	5%	16%	2%	?	22%
